# Bioassay records: PubChem BioAssay, The Scripps Research Institute Molecular Screening Center
# PAFAH2 FP inh: PAFAH2 (human) inhibition. 340,000 compounds, 0.99% hits. recombinant PAFAH2, FP-rhodamine activity probe, fluorescence polarization. inhibition, % at 3.39 µM. Q99487;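 active = inhibition above the mean over all tested compounds plus 3 SD, cut at about 30% in these data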;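 also: inhibitors block probe labeling of enzyme so polarization drops; 0% = enzyme with DMSO and 100% = wells lacking PAFAH2 protein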
# PAFAH1B3 FP inh: PAFAH1B3 (human) inhibition; Q15102; recombinant PAFAH1B3, FP-rhodamine probe, fluorescence polarization; inhibition, % at 3.39 µM; 340,000 compounds, 0.28% hits; AID 492972;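 active = inhibition above the screen-wide average of all tested compounds plus 3 SD, cut at about 25% in these data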;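 also: 0% = enzyme with DMSO only and 100% = wells lacking PAFAH1B3 protein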
# Target sequence (Q15102 whole entry, looked up): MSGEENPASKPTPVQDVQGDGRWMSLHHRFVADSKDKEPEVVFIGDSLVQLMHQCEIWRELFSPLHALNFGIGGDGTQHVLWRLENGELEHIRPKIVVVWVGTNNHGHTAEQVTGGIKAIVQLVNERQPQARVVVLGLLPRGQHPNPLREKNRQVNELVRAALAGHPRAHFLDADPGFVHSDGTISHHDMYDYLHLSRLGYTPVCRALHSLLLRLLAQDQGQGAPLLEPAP
# * marks the source's active call; other numbers are inactive results. An excerpt; count on the stated rates, not on these rows.
SMILES,PAFAH2 FP inh,PAFAH1B3 FP inh
CC1CC(C(O)c2ccccn2)C(=O)C(C(O)c2ccccn2)C1 (configuration not stated),1.9,2.1
Cc1[nH]c(=O)[nH]c(=O)c1S(=O)(=O)Nc1ccc(F)cc1F,0.3,5.7
CCOc1ncccc1C(=O)Nc1ccc(C)cn1,5.7,6.5
CCN(CC(=O)Nc1c(F)cccc1F)C(=O)c1ccc(=O)n(C)n1,3.6,9.4
Cc1ccc(S(=O)(=O)CCC(=O)OCc2nnc(-c3ccc([N+](=O)[O-])cc3)o2)cc1,6.1,8.5
Cc1ccc(O)c(CNc2cccc(C)n2)c1,6.5,8.5
Cc1ccc(C(=O)OCC(=O)NCc2cccc(Cl)c2)cc1S(=O)(=O)N1CCCCC1,-1.6,1.2
O=[N+]([O-])c1ccccc1C=NN1CCCCCC1,4.1,5.2
O=C(Nc1cccc(C(=O)N2CCCCC2)c1)C1CC1,-7.2,9.8
COCC(=O)n1nc(-c2ccccc2)nc1NCc1cccs1,8.6,4.4
C[C@@H]1CN(S(=O)C(C)(C)C)[C@@H](CCO)/C1=C\CCO (some centres not stated),1.4,4.5
CC(=O)OC1CCC2(C)C(CCC3C2CC(=NO)C2(C)C(C(C)OC(C)=O)CCC32)C1 (configuration not stated),2.8,8.6
COc1oc(C(=O)NC2CCCCC2)c(-c2ccc(Cl)cc2)c1S(=O)(=O)c1ccccc1,4.8,-0.7
CCOc1ccc(C(=O)NCC(=O)Nc2ccc3c(c2)OCO3)cc1OCC,-4.2,7.9
CCN(CC)c1ccc(NC(=O)c2ccccn2)cc1S(=O)(=O)Nc1ccccc1OC,11.6,12.0
O=C1NN=C(c2ccccc2)C1Cc1ccccc1 (configuration not stated),-1.7,8.0
OCC1OC(O)CC(O)C1O (configuration not stated),6.3,11.8
CCOC(=O)C1=C(COC(=O)c2ccc(Br)c(S(=O)(=O)N3CCOCC3)c2)NC(=O)NC1C (configuration not stated),-4.9,2.1
CN(c1ccccc1)S(=O)(=O)c1ccc(C(=O)NCc2ccccc2CN2CCCC2)cc1,3.5,6.5
COc1cccc(OC)c1NC(=O)C1CCCN1C(=O)Nc1ccccc1F (configuration not stated),-3.8,1.0
CN(c1ccccc1)S(=O)(=O)CS(=O)(=O)N(C)c1ccccc1,0.1,4.0
NCC(c1ccco1)c1c[nH]c2ccccc12 (configuration not stated),0.4,-3.6
CN(Cc1cccc(F)c1)C(=O)CSc1nnnn1C1CC1,4.4,-5.5
NC(N)=NN=C(c1ccc(F)cc1)c1ccc(C(F)(F)F)cc1,1.2,4.1
Nc1cc(S(=O)(=O)N2CCOCC2)ccc1Oc1cccc(Br)c1,0.3,5.2
# (continued)
SMILES,PAFAH2 FP inh,PAFAH1B3 FP inh
c1ccc(CCCCc2ccccn2)cc1,-2.5,5.5
CCC1CN(C(=O)NCc2ccccc2)c2cc(C)ccc2O1 (configuration not stated),70.9*,49.7*
COc1cc(-c2nnc(-c3cc(-c4ccccc4)nc4ccccc34)o2)cc(OC)c1OC,-11.3,5.9
Nc1ncnc2c(C3OC(CO)C(O)C3O)scc12 (configuration not stated),3.1,-0.9
COc1ccc(N(CC(=O)NC2CCCC2)C(=O)Cn2nnc(-c3ccc(C)o3)n2)cc1,0.1,0.8
O=C(NNc1ccc([N+](=O)[O-])cc1)c1ccccc1F,-1.1,5.1
CCOc1ccc(OCC)c(NC(=O)C2CCCN(S(=O)(=O)c3cccs3)C2)c1 (configuration not stated),-0.4,-2.6
Cc1ccc2oc(C(=O)NC3CCS(=O)(=O)C3)c(C)c2c1 (configuration not stated),-3.1,-0.1
CCc1ccc(NC(=O)CSc2nccn(-c3ccc4c(c3)OCCO4)c2=O)cc1,-5.0,1.4
O=C(NCC1CCCO1)C(=O)N/N=C\c1ccc2c(c1)OCO2 (configuration not stated),-6.7,5.4
NC(=O)C1CCN(c2nc(-c3ccccc3)nc3c2oc2ccccc23)CC1,-2.3,8.1
O=C(NCCCO)c1ccc2nc(-c3ccco3)c(-c3ccco3)nc2c1,32.9*,28.9*
C=C(C1=CCN(S(=O)C(C)(C)C)[C@@H]1CCO)c1ccccc1 (some centres not stated),15.3,12.3
O=C(c1ccc(F)cc1F)N1CCCc2ccccc21,-1.0,6.2
NN=C(NN=Cc1ccccc1)c1ccccc1,0.1,2.3
O=C(C=Cc1cccc(O)c1)c1ccccc1O,4.6,6.9
O=Cc1c[nH]c2cccc(OCc3ccccc3)c12,5.9,4.4
O=[N+]([O-])c1ccc(CN2CCN(c3ccc(F)cc3)CC2)o1,12.0,5.1
O=S(=O)(NCc1nnc2ccccn12)c1ccc(F)cc1,5.8,2.4
O=C(c1cccc(NS(=O)(=O)c2cccc(F)c2)c1)N1CCCC1,3.9,3.4
CN1CCN(c2nc3c(c(=O)[nH]c(=O)n3C)n2Cc2ccc(Cl)cc2)CC1,-4.2,-4.2
CC(=O)c1cc2c(cc1NC(=O)c1ccc(-n3nc(C)cc3C)cc1)OCO2,9.2,0.0
OCCNCC(O)CN1c2ccccc2Sc2ccccc21 (configuration not stated),-1.6,6.5
O=C1C=Cc2cccc3ccc(O)c1c23,1.1,1.4
CN(C)c1cccc(C(=O)N(Cc2ccccc2)Cc2ccccc2)c1,4.3,6.1
# (list continues)
SMILES,PAFAH2 FP inh,PAFAH1B3 FP inh
C=CC[n+]1c(-c2ccc(C)cc2)csc1Nc1ccc(NC(C)=O)cc1,12.3,5.3
Cc1cc2ccccn2c1C(=O)c1ccc(N/N=C/c2ccc(C(=O)O)cc2)c([N+](=O)[O-])c1,0.1,-5.9
CC1CN(C2CCCCC2)C(=S)NC1=O (configuration not stated),2.2,10.4
O=C(/C=C/c1ccc([N+](=O)[O-])cc1)c1ccccc(=O)c1O,3.9,4.4
CC(C)C[C@@H](CO)NS(=O)(=O)c1cc(Cl)ccc1F,1.6,-1.1
Nc1n[nH]c(CO)n1,3.9,1.0
CCc1nnc(N2CCN(c3ncnc4c3oc3ccccc34)CC2)s1,2.1,7.4
NC(=O)c1nnsc1-c1ccco1,8.9,3.0
CC(=O)C1=C(O)C(CSCc2ccccc2)N(C)C1=O (configuration not stated),7.0,-2.0
S=C(Nc1cccc(Cl)c1Cl)N1CCCC1,-1.0,0.2
Cc1ccc2nc(-c3ccccc3NC(=O)CCC(=O)O)c(=O)[nH]c2c1,4.5,5.4
CCOC(=O)c1cc2nc(OCC)nc(OCC)c2[nH]1,-2.7,9.6
CC(=O)Nc1ccc(S(=O)(=O)N(C)c2ccc(OCC(=O)Nc3ccccc3C(C)=O)cc2)cc1,-18.8,-16.7
CCN(C(=O)COC(=O)c1ccc2c(c1)OCO2)c1c(N)n(Cc2ccccc2)c(=O)[nH]c1=O,2.3,4.5
COc1ccc(S(=O)(=O)N2CCN(C(=O)Cc3ccsc3)CC2)cc1,6.7,-1.6
CN(C(=O)c1ccc(NC(=O)Cc2ccc(NC(=O)C3CCN(S(=O)(=O)c4cccc([N+](=O)[O-])c4)CC3)cc2)cc1)C1CCCC1,-10.8,-7.1
COc1cc(Cl)c(C)cc1NC(=O)CCN1C(=O)NC(C)(C)C1=O,0.7,-6.9
COC(=O)c1ccn(Cc2ccccc2Cl)n1,3.7,11.0
CC1OC1c1ccc(-c2ccc(C3OC3C)cc2)cc1 (configuration not stated),8.0,10.5
N#Cc1c2nc3ccccc3nc2n2cc(NC(=O)c3ccc(F)cc3)ccc12,14.1,-6.6
CN(Cc1ccccc1Cl)C(=O)C1CCC(=O)N(C2CCCCCC2)C1 (configuration not stated),-0.3,10.1
COc1ccc(S(=O)(=O)N2CCCCCC2)cc1NC(=O)CCc1cc(OC)c(OC)c(OC)c1,13.2,-1.7
CCOc1ccc(CCN2C(=O)C(=O)N([C@@H](Cc3ccc(O)cc3)CN3CCC[C@@H]3CN3C(=O)C(=O)NC[C@@H]3Cc3ccccc3)C[C@@H]2Cc2ccccc2)cc1,0.5,7.3
O=C1c2ccccc2C(=O)N1CCCCNc1ccccc1,1.3,1.3
Cn1c(=O)c2[nH]c(CCNC(=O)c3ccccc3)nc2n(C)c1=O,0.5,14.4

# Compound profiles, from the list above. Values in the order: PAFAH2 FP inh	PAFAH1B3 FP inh
# Cn1c(=O)c2[nH]c(CCNC(=O)c3ccccc3)nc2n(C)c1=O is listed with 0.5	14.4
# NC(=O)c1nnsc1-c1ccco1 is listed with 8.9	3.0

# 23 of the compounds above, with two lines to a compound.
# Every second line gives: PAFAH2 FP inh	PAFAH1B3 FP inh
CC1CN(C2CCCCC2)C(=S)NC1=O (configuration not stated)
 : 2.2	10.4
O=C(/C=C/c1ccc([N+](=O)[O-])cc1)c1ccccc(=O)c1O
 : 3.9	4.4
CC(C)C[C@@H](CO)NS(=O)(=O)c1cc(Cl)ccc1F
 : 1.6	-1.1
Nc1n[nH]c(CO)n1
 : 3.9	1.0
CCc1nnc(N2CCN(c3ncnc4c3oc3ccccc34)CC2)s1
 : 2.1	7.4
NC(=O)c1nnsc1-c1ccco1
 : 8.9	3.0
CC(=O)C1=C(O)C(CSCc2ccccc2)N(C)C1=O (configuration not stated)
 : 7.0	-2.0
S=C(Nc1cccc(Cl)c1Cl)N1CCCC1
 : -1.0	0.2
Cc1ccc2nc(-c3ccccc3NC(=O)CCC(=O)O)c(=O)[nH]c2c1
 : 4.5	5.4
CCOC(=O)c1cc2nc(OCC)nc(OCC)c2[nH]1
 : -2.7	9.6
CC(=O)Nc1ccc(S(=O)(=O)N(C)c2ccc(OCC(=O)Nc3ccccc3C(C)=O)cc2)cc1
 : -18.8	-16.7
CCN(C(=O)COC(=O)c1ccc2c(c1)OCO2)c1c(N)n(Cc2ccccc2)c(=O)[nH]c1=O
 : 2.3	4.5
COc1ccc(S(=O)(=O)N2CCN(C(=O)Cc3ccsc3)CC2)cc1
 : 6.7	-1.6
CN(C(=O)c1ccc(NC(=O)Cc2ccc(NC(=O)C3CCN(S(=O)(=O)c4cccc([N+](=O)[O-])c4)CC3)cc2)cc1)C1CCCC1
 : -10.8	-7.1
COc1cc(Cl)c(C)cc1NC(=O)CCN1C(=O)NC(C)(C)C1=O
 : 0.7	-6.9
COC(=O)c1ccn(Cc2ccccc2Cl)n1
 : 3.7	11.0
CC1OC1c1ccc(-c2ccc(C3OC3C)cc2)cc1 (configuration not stated)
 : 8.0	10.5
N#Cc1c2nc3ccccc3nc2n2cc(NC(=O)c3ccc(F)cc3)ccc12
 : 14.1	-6.6
CN(Cc1ccccc1Cl)C(=O)C1CCC(=O)N(C2CCCCCC2)C1 (configuration not stated)
 : -0.3	10.1
COc1ccc(S(=O)(=O)N2CCCCCC2)cc1NC(=O)CCc1cc(OC)c(OC)c(OC)c1
 : 13.2	-1.7
CCOc1ccc(CCN2C(=O)C(=O)N([C@@H](Cc3ccc(O)cc3)CN3CCC[C@@H]3CN3C(=O)C(=O)NC[C@@H]3Cc3ccccc3)C[C@@H]2Cc2ccccc2)cc1
 : 0.5	7.3
O=C1c2ccccc2C(=O)N1CCCCNc1ccccc1
 : 1.3	1.3
Cn1c(=O)c2[nH]c(CCNC(=O)c3ccccc3)nc2n(C)c1=O
 : 0.5	14.4

# (cont.)
SMILES,PAFAH2 FP inh,PAFAH1B3 FP inh
COc1ccc(NC(=O)COC(=O)c2ccc(S(=O)(=O)N(C)c3ccccc3OC)cc2)cc1,-0.4,2.5
COc1cc(/C=N/N2C(=O)CSC2=S)cc(Br)c1O,-105.5,-84.0
O=C(Cc1cccc(NC(=O)C2CCCN(C(=O)c3ccccc3)C2)c1)Nc1ccc(C(=O)N2CCCCC2)cc1 (configuration not stated),6.8,9.8
CCOC(=O)c1c(-c2ccccc2)oc2ccc(OCC(N)=O)cc12,-1.8,2.6
CC(OC(=O)c1c2c(nc3ccccc13)/C(=C\c1ccc3c(c1)OCO3)CCC2)C(=O)Nc1ccc(S(N)(=O)=O)cc1 (configuration not stated),-18.6,5.0
COc1cccc(C=NNc2nnc(NN=Cc3cccc(OC)c3OC)c3ccccc23)c1OC,-2.5,17.1
Cc1cc(N2CCOCC2)n2nc(C)c(-c3ccccc3Cl)c2n1,6.7,3.3
CCn1c2ccccc2c2cc(NC(=O)COC(=O)Cc3cn4ccsc4n3)ccc21,13.9,6.8
CCCCNCCS(=O)(=O)NCc1ccccc1OC,-6.1,3.0
Oc1c(Br)cc(/C=N/n2c(-c3ccccc3)n[nH]c2=S)cc1Br,8.9,3.5
COc1cc2c3c(n(C)c(=O)c2cc1OC)-c1cc2c(cc1C3=O)OCO2,0.1,4.5
O=C(Nc1c[nH]c(=O)[nH]c1=O)OCc1ccccc1,5.7,1.2
O=[N+]([O-])c1ccc(NN=Cc2ccc(O)cc2O)nc1,-4.0,6.6
C=CCOCCN(CC)CC,3.0,2.4
CCc1ccc(NC(=O)CC2S/C(=N/N=C3CCCCCC3)NC2=O)cc1 (configuration not stated),-4.2,-7.1
CCOC(=O)N1CCN(C(=O)c2cccc(S(=O)(=O)Nc3ccc(F)cc3)c2)CC1,3.4,1.4
COc1ccccc1NC(=O)COC(=O)c1cc2c(s1)CCC2,54.4*,0.6
Cc1cnc2cc(Cl)ccc2c1SCC(=O)O,0.7,5.0
COc1ccc(C(=O)N/N=C/C(=O)c2ccccc2)cc1,12.9,-9.3
CC(NC(=O)c1ccccc1)C(=O)OCC(=O)Nc1cccc(S(=O)(=O)N2CCCC2)c1 (configuration not stated),7.9,5.7
COc1ccc2nc(SCC(=O)NCc3ccccc3)[nH]c2c1,1.0,2.4
O=C1CCCc2ccc3ccccc3c21,-7.6,14.5
Cc1ccc(C(=O)N2[C@@H]3CN(C)C(=O)[C@@]2(C)[C@H]2C(=O)N(Cc4ccccc4)C(=O)[C@@H]32)cc1,0.0,1.2
Cn1c(=O)[nH]c(=O)c2c1[nH]c(=S)n2CCCc1ccccc1,1.5,4.0
S=c1sc2c(Cl)ncnc2n1-c1ccccc1,4.5,1.4
